# Pol iota inh = blocks human DNA polymerase iota activity | Q9UNA4 | Pol iota fluorescent replication assay, 10 min | Potency, µM (doses to about 115 µM), inactives show at the top dose activity, negative = inhibition, actives largely listed as inhibitors | 390,000 tested, 1% active | AID 588590; also: potency is read from the fitted curve at half-maximal effect
#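 Fluorescent replication assay read twice, at 0 min and 10 min after adding 50 nM (final) substrate. Enzyme (10 nM) and compounds were first incubated 15 min at room temperature; enzyme-free buffer wells were negative controls.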
# BLM helicase inh = Bloom syndrome helicase (human) inhibition | Potency, µM (doses to about 56.1 µM), inactives show top-dose activity change, negative = inhibition, hits mostly inhibitors | 350,000 tested, 0.2% active | recombinant BLM DNA unwinding, fluorescence dequenching | AID 2528;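 also: potency is read from the fitted curve at half-maximal effect; plate controls were vehicle for no effect and no enzyme for full effect; nearly all actives have a fitted effect of over 35% in size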
# Apoferritin bind = candidate novel general anesthetic via apoferritin binding; apoferritin/1-aminoanthracene competitive binding, fluorescence; Potency, µM (series often up to 77.5 µM), for inactives: top-dose activity change, negative = displacement, most hits filed as inhibitors; 350,000 tested, 0.074% active; AID 485281; P02791; also: potency is read from the fitted curve at half-maximal effect; % is scaled to controls: 0 for no effect and ±100 for the full control effect; nearly all actives have a fitted effect of over 20% in size
#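 Horse-spleen apoferritin (10 uM) in 50% saturated 1-aminoanthracene in PBS was incubated 10 min at room temperature with compound. Fluorescence (ex 380, em 535 nm) was normalized to free and bound 1-AMA, with concentration-response fitted by a four-parameter Hill equation.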
# TRHR ag = agonists of human TRH receptor | P34981 | TRHR cells, calcium flux fluo-8, FDSS agonist mode | activation, % at 2 µM | 360,000 tested, 0.18% active; in the data active = activation above about 30%; also: 0% is about no effect
# Target sequence (P34981 whole entry, looked up): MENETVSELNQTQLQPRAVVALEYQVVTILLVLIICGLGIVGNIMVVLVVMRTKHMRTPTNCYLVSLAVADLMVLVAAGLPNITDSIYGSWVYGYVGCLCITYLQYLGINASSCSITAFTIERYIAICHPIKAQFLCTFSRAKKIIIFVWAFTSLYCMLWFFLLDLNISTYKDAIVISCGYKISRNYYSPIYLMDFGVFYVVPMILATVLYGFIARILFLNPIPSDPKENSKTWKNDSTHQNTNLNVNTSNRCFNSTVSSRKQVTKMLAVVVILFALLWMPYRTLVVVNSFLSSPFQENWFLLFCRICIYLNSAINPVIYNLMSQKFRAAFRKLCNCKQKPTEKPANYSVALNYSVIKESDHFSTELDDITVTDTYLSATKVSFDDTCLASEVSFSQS
#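 Fluo-8-loaded TRHR cells; 10 s baseline, compound added, kinetic Ca2+ fluorescence read 1/s, agonist mode.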
# POLK inh = DNA polymerase kappa (human) inhibition; purified Pol kappa, fluorescent DNA synthesis assay, 10 min; AID 588579; Potency, µM (top dose mostly 107 µM), inactives show at the top dose activity, negative = inhibition, actives largely listed as inhibitors; 400,000 tested, 0.53% active; Q9UBT6; also: potency is read from the fitted curve at half-maximal effect; % is scaled to controls: 0 for no effect and ±100 for the full control effect
#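 Readout: fluorescence, taken kinetically at 0 and 10 min. Conditions: 10 nM Pol kappa, 15 min RT compound preincubation, 50 nM substrate final. Controls: enzyme-free buffer wells.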
# ERG Ets-DNA blk = ERG Ets/DNA interaction inhibition; 370,000 tested, 0.028% active; fluorescence polarization, His-ERG Ets domain / labelled DNA; AID 624246; P11308; Potency, µM (doses to about 76.9 µM), inactives show top-dose FP activity, negative = inhibition, usual class: inhibitors; active = well fitted inhibition curve with a large enough effect in the polarisation, with a control signal flat; inconclusive = small, poorly fitted or top-dose-only effect, or effect the other way, or a change in a side signal; inactive = no such curve, though single readings can be large or run the other way; the % refers to the polarisation;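 also: polarization taken with two DNA probes labelled with fluorescein and Texas red; potency is read from the fitted curve at half-maximal effect; % of control where 0% means no effect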
#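 His-tagged ERG Ets domain (1 uM in the protein solution; 300mM KCl, 50mM Tris-HCl, 1mM EDTA, 1mM DTT, pH 7.5) received compound, then a probe mix of 5 nM fluorescein-DNA and 100nM Texas-615-DNA. Fluorescence polarization was read for both dyes.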
# APE1 inh = inhibitors of human APE1 endonuclease. 350,000 tested, 0.35% active. Potency, µM (series often up to 65.8 µM), without a hit: at the highest dose activity change, negative = inhibition, most hits filed as inhibitors. recombinant APE1, TAMRA/BHQ-2 abasic DNA cleavage fluorescence. P27695. AID 2517;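 also: potency is read from the fitted curve at half-maximal effect; plate controls were vehicle for no effect and reference inhibitor for full effect; nearly all actives have a fitted effect of over 55% in size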
#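 Quantitative HTS: incision of a TAMRA/BHQ-2 double-stranded substrate bearing a tetrahydrofuran abasic site by 0.75 nM APE1 raises fluorescence. Substrate 50 nM final, added after 15 min compound preincubation at room temperature; progress as third-minus-first kinetic read difference.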
# ALOX12 inh = blocks human arachidonate 12S-lipoxygenase | P18054 | purified 12hLO, xylenol orange hydroperoxide absorbance | Potency, µM (doses to about 108 µM), for inactives: top-dose activity change, negative = inhibition, most hits filed as inhibitors | 580,000 tested, 1.1% active | AID 1671190; also: potency is read from the fitted curve at half-maximal effect; % is scaled to controls: 0 for no effect and ±100 for the full control effect
# Target sequence (P18054 whole entry, looked up): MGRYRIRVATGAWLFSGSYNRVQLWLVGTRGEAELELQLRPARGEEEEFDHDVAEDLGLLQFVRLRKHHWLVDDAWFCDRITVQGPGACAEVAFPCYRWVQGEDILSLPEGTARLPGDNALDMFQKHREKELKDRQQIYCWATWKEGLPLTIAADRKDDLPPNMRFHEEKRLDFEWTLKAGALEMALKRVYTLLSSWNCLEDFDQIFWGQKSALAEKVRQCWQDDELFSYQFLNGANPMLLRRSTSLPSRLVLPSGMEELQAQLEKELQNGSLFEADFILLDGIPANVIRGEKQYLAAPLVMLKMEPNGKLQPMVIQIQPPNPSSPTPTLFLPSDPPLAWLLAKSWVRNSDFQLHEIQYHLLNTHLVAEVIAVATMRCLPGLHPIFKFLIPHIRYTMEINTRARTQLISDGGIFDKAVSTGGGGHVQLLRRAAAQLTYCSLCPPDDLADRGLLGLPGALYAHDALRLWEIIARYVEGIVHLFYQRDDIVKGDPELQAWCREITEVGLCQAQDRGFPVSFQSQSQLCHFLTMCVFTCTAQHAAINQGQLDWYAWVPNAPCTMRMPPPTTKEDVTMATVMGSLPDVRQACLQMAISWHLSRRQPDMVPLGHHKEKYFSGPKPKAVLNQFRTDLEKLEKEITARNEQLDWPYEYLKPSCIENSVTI
#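 Purified human 12hLO (150 nM final) in 25 mM Hepes, 0.01% Triton X-100, pH 7.0 was preincubated 15 min at room temperature with compound. Then 40 uM arachidonic acid was added, 30 min. Hydroperoxide was read by Fe-XO absorbance ratio 573/405 nm.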
# Pol beta inh = DNA polymerase beta (human) inhibition; P06746; Pol beta primer extension/strand displacement, fluorescence kinetic; Potency, µM (doses to about 114 µM), for inactives: at the highest dose activity change, negative = inhibition, usual class: inhibitors; 340,000 tested, 1.3% active; AID 485314; also: potency is read from the fitted curve at half-maximal effect; % is scaled to controls: 0 for no effect and ±100 for the full control effect
#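 Homogeneous kinetic assay of primer extension and strand displacement by 10 nM Pol beta, preincubated 15 min at room temperature with compound before 50 nM substrate (final) was added. Read at 0 and 10 min; four-parameter Hill fit.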
# Starred values were filed as active, the others as inactive; i = inactive; ? = inconclusive; . = not tested or not shown; & = joins results of further samples; [ ] = dose if it differs, or a comment. Unless noted, calls follow the shape of the dose curve; as a rule, active = well fitted curve in the direction sought with a large enough effect; inconclusive = small, poorly fitted or top-dose-only effect, or another doubt; inactive = no such curve, though single readings can be large; an effect the other way counts as inactive or inconclusive. An excerpt. The share of hits here may be higher or lower than overall.
SMILES,Pol iota inh,BLM helicase inh,Apoferritin bind,TRHR ag,POLK inh,ERG Ets-DNA blk,APE1 inh,ALOX12 inh,Pol beta inh
CCOCC(=O)N1CCN(c2ccccc2OC)CC1,101%[activator],-2%,-5%,1.3,-5%,-3%,15%,-1%,40%
Cc1ccc(C)c(Cn2c(=O)n(C)c(=O)c3sccc32)c1,150%[activator],-4%,-8%,-0.7,-3%,-5%,13%,?,39%
c1ccc(CN2CCN(c3ncnc4c3cnn4-c3ccccc3)CC2)cc1,2%,-10%,-4%,-0.2,-8%[60.1 µM],0%,.,-7%,3%
CC1(C)Cc2cccc(OCC(=O)N3CCN(c4cccc(Cl)c4)CC3)c2O1,19%,.,.,-0.6,-16%,0%,18%,9%,.
C=C[C@@H]1c2ccccc2N(S(=O)(=O)c2ccc(C)cc2)[C@H](c2ccccc2C(F)(F)F)C1(C#N)C#N,28%&23%,.,.,-0.4,3%&-25%,-8%,0%,-8%,.
CCOc1ccc(/C=N/NC(=O)CNC(=O)c2ccc(S(=O)(=O)N3CCOCC3)cc2)cc1,55%[activator],-1%,?,0.4,1%,-2%,1%,-4%,32%[activator]
CCOc1ccc(NC(=O)CN(C)C(=O)c2ccc(N3CCOCC3)c([N+](=O)[O-])c2)cc1OCC,125%[activator],-5%,-7%,-0.6,2%,8%,-7%,?,7%
CCOC(=O)C1CCN(CC(=O)Nc2c(C(=O)OC)[nH]c3ccccc23)CC1,.,3%,-21%,-0.2,.,.,4%,?,5%
CCC(=O)Nc1ccc2nc3c(=O)n(C)c(=O)n(C)c3nc2c1,14%,-5%,81%[activator],-0.2,11%,-6%,.,-25%,26%
CCN1C(=O)/C(=C\N2CCCCCC2)SC1=S,-13%,-1%,45%[activator],-0.8,-36%,6%,1%,-7%,?
Oc1csc(Cc2nc(-c3ccc4ccccc4c3)cs2)n1,?,-2%,83%[activator],-0.4,?,3%,-6%,27%,10%
C=CCNC(=S)/N=c1\sccn1C,i,-2%,-5%,-1.4,-12%,7%,-1%,-26%,29%
CC(C)(C)NC(=O)c1cc(F)c(F)cc1Cl,8%,-14%,-12%,-1.2,0%,-1%,7.1µM*,-19%,89µM*
COc1ccc(/C(C)=N/NS(=O)(=O)c2cc(C)ccc2C)c(OC)c1,46%[activator],-9%,-16%,-0.5,-18%,-9%,1%,-15%,-5%
COCCNCc1nc2sc(C)c(-c3ccccc3)c2c(=O)[nH]1,50%[activator],-6%,-5%,-0.7,3%,-1%,-5%,-9%,-1%
O=C(/C=C/c1ccccc1)Nc1cc(S(=O)(=O)N2CCOCC2)ccc1N1CCCC1,1%,-3%,-10%,-0.8,-4%,-1%,-8%,-17%,37%
CCCN1CCOC(CC(=O)Nc2ccc([N+](=O)[O-])cc2)C1=O (stereo not drawn),128%[activator],-12%,-13%,0.9,-4%,-2%,2%,-16%,22%
Cc1c(NC(=O)CSc2cccc3cccnc23)c(=O)n(-c2ccccc2)n1C,11%,-4%,-12%,0.0,-12%,-4%,0%,?,?
CC1(C)CC(=O)C2=C(C1)Nc1ccccc1NC2,-8%,-8%,31%[activator],-1.0,-10%,8%,-2%,12%,0%
CN1CCCCC1CCN1c2ccccc2Sc2ccc(S(C)=O)cc21 (stereo not drawn),17%,1%&-2%,7%&-16%,1.6,-7%,-2%,8%&0%&-2%,?,1%
CCOc1ccc(OCc2cccc(C(=O)N3CCCCCC3)c2)cc1,67%[activator],-2%,?,-0.2,-10%,-1%,-2%,-3%,4%
CCCc1[nH]nc2c1C(c1ccc(OC)cc1OC)C(C#N)=C(N)O2 (stereo not drawn),32%[activator],-1%,0%,0.2,0%,-4%,?,0%,5%
CCOC(=O)C1CCCN(C(=S)NC2CCCCC2)C1 (stereo not drawn),109%[activator],-5%,2%,1.0,-17%,-2%,23%,0%,-2%
Cc1ccc(CNCC(=O)Nc2cccc(S(=O)(=O)NC3=NCCCCC3)c2)cc1,11%,1%,-15%,-0.2,6%,-2%,-2%,-23%,8%
CC(=O)c1ccc(N2CCN(C(=O)C(=O)c3cn(CC(=O)N4CCCCCC4)c4ccccc34)CC2)cc1,12%,-6%,-9%,0.3,-9%,-5%,7%,0%,0%
Cc1ccc(/C=c2/sc3n(c2=O)CCCN=3)o1,-7%,2%,-10%,1.0,-14%,-3%,-4%,-16%,?
Cc1ccc(CN(Cc2cccn2-c2nnc(N3CCCC3=O)s2)C(=O)Nc2ccccc2Cl)cc1,4%,-9%,43%[activator],1.5,-2%,1%,.,-17%,2%
O=C(NNC(=O)c1ccc(Cn2cccn2)o1)NC12CC3CC(CC(C3)C1)C2,24%,-4%,?,0.3,1%,1%,13%,-2%,1%
CC(C)CC1=NN(C(=O)c2cccnc2)C(O)(C(F)(F)F)C1 (stereo not drawn),13%,0%,-8%,0.0,1%,11%,6%,28%,0%
O=C(COC(=O)CNC(=O)c1ccccc1)Nc1ccc2c(c1)OCO2,12%,3%,-14%,-1.2,-11%,1%,?,6%,14%
O=S(=O)(c1cccc2ccccc12)N1CCN(c2ccc(Cl)c(Cl)c2)CC1,21%,-4%,-2%,1.2,9%,6%,.,-7%,18%
CC(=O)Oc1cc2c(c(C)c1OC(C)=O)CC=C1[C@]3(C)CC[C@]4(C)CC[C@@](C)(C(=O)O)CC4[C@]3(C)CC[C@]12C (stereo partly drawn),.,-6%,-12%,.,-20%[60.1 µM],.,-1%,.,.
O=S(=O)(c1ccc(S(=O)(=O)n2cnc3ccccc32)cc1)N1CCCCCC1,?,1%,-13%,-0.3,4%,8%,4%,-5%,-1%
CCC(C)NC(=O)COC(=O)c1cccnc1Nc1ccccc1F (stereo not drawn),22%,-1%,1%,-0.7,-13%,-12%,1%,4%,-3%
Cn1c2c(c(=O)n(C)c1=O)C(NC(=O)C(C)(C)C)(C(F)(F)F)C(=O)N2 (stereo not drawn),?,-3%,-10%,-0.4,0%,-9%,1%,0%[57.4 µM],7%
C(=N\c1nc2ccccc2n1CCN1CCOCC1)/c1cccs1,8%,1%,-7%,0.1,0%,-3%,-10%,1%,-4%
COc1ccc(OCCNS(=O)(=O)c2ccc3oc4ccccc4c3c2)cc1,12%,-4%,-5%,-0.5,-15%,-13%,-5%,128%[activator][57.4 µM],2%
O=C(N/N=C1/CCCc2ccccc21)c1cc([N+](=O)[O-])cc([N+](=O)[O-])c1,.,-2%,-6%,0.1,.,.,8%,-8%,9%
CCCCn1c(N)c(N(CC(C)C)C(=O)CSCc2ccc(Cl)c(Cl)c2)c(=O)[nH]c1=O,25%,.,.,0.4,-22%,2%,-14%,?,.
COc1ccc(Cl)cc1NC(=O)c1noc2c1CCCC2,6%,-3%,-10%,0.3,-9%,-6%,1%,-12%,16%
CC1(C)CC(=O)C2=C(C1)NC(=O)NC2c1ccccc1 (stereo not drawn),0%,-1%,-9%,0.0,-12%,-1%,2%,4%,23%
CCOC(=O)/C(=C/c1ccco1)NC(=O)c1ccc(Br)o1,83%[activator],1%,-4%,-0.2,-5%,-4%,11%,?,23%
CCN(CC)c1ccc(C=C2C(=O)OC3(CCCC3)OC2=O)cc1,-4%,1%,1%,0.5,-9%,59%[activator],4%,-18%,-1%
CCn1cc2c(n1)-c1c(oc(C(=O)Nc3cccc(C)c3C)c1C)CC2,37%[activator],0%,5%,-0.6,2%,4%,.,?,2%
CCOC(=O)C1=C(C)NC(=O)NC1c1ccc2c(c1)OCO2 (stereo not drawn),-4%,-2%,38%[activator],-2.1,6%,4%,2%,19%,2%
c1ccc(COC[C@H]2CO2)cc1,.,2%,-4%,.,0%[60.1 µM],.,-2%,.,.
CC(Oc1ccc(F)cc1)C(=O)Nc1nc(-c2ccccn2)cs1 (stereo not drawn),1%,.,.,-0.5,-1%,18%,-7%,9%,.
O=C(COc1ccccc1[N+](=O)[O-])N/N=C/c1ccccn1,-20%,4%,-7%,0.3,-17%,-1%,4%,9%,5%
S=C(Nc1ccc(Oc2ccccc2)cc1)NC1CCCCCC1,?,-9%,-2%,1.9,-8%,8%,18%,28µM*,28%
Cc1cc(C)cc(NC(=O)C2CC(=O)n3ncnc3N2)c1 (stereo not drawn),9%,-1%,-3%,-2.6,-3%,6%,22%,-1%,-13%
CCOc1ccc(-n2nc3cc(C)c(NC(=O)c4cc(OCC)c(OCC)c(OCC)c4)cc3n2)cc1,9%,-1%,1%,1.5,5%,6%,.,5%,-17%
CC1CC(OC(=O)C2CCN(S(=O)(=O)c3ccc(F)cc3)CC2)C(=O)O1 (stereo not drawn),44%[activator],.,.,0.3,-2%,3%,8%,-1%,.
Nn1c(Cc2cccc3ccccc23)nnc1SCc1ccc(Cl)c(Cl)c1,-13%,-4%,-13%,-0.1,-11%,-4%,6%,0%,1%
CNC(=O)Cn1ncc2c(C)n(Cc3ccc(C)cc3)c(C)c2c1=O,9%,0%,-15%,0.0,2%,3%,-7%,0%,0%
COc1ccccc1N(C)S(=O)(=O)c1ccc(C(=O)OCC(=O)NCc2ccco2)cc1,-6%,-5%,-20%,-0.1,-3%,-3%,-3%,-24%,2%

# Some of the entries so far, bar-delimited:
SMILES | Pol iota inh | BLM helicase inh | Apoferritin bind | TRHR ag | POLK inh | ERG Ets-DNA blk | APE1 inh | ALOX12 inh | Pol beta inh
Nn1c(Cc2cccc3ccccc23)nnc1SCc1ccc(Cl)c(Cl)c1 | -13% | -4% | -13% | -0.1 | -11% | -4% | 6% | 0% | 1%
CNC(=O)Cn1ncc2c(C)n(Cc3ccc(C)cc3)c(C)c2c1=O | 9% | 0% | -15% | 0.0 | 2% | 3% | -7% | 0% | 0%

# Screening results (PubChem BioAssay)
